HepG2 tox – counter-screen for TGF-b inhibitors: cytotoxicity in HepG2 cells | Potency, µM (doses to about 46.1 µM), inactives show at the highest dose activity change, negative = cytotoxicity, most hits filed as cytotoxic | 410,000 tested, 0.76% active | HepG2 CAGA-GFP viability, ATP luminescence, 18 h | AID 588856; further: potency means the concentration at half of the fitted maximal effect; some results filed as inactive show a strong effect at the top dose
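CellTiter-Glo luminescence gave cytotoxicity after 18 hours at 37 degrees C. The cells were HepG2 CAGA-GFP in 1% FBS DMEM, stimulated with 500 pg/mL TGF-beta after compound addition. %Activity was normalised to no-cell wells (complete cell-killing) and DMSO (no toxicity), and curves were fitted and classified.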
S2 tox – cell viability loss in ATXN counter-screen; S2 cells (HEK-293 line with an ATXN2-luciferase reporter) viability, CellTiter-Fluor protease fluorescence, 24 h; Potency, µM (top dose mostly 56.7 µM), usual class: cytotoxic; 400,000 tested, 0.49% active; AID 651635; further: potency means the concentration at half of the fitted maximal effect; nearly all actives have a fitted effect of over 40% in size
HT1080NT lethal – kills 2HG-producing HT-1080-NT fibrosarcoma cells; HT-1080-NT fibrosarcoma viability, CellTiter-Glo ATP luminescence, 48 h; 360,000 tested, 1.6% active; Potency, µM (series often up to 46.1 µM), inactives show at the top dose activity, negative = less viability, most hits filed as cytotoxic; AID 686970;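 further: NT is the 2HG producing partner of a matched IDH1 knockdown line; potency means the concentration at half of the fitted maximal effect; 0% = DMSO-treated cells and -100% = media-only wells without cells; nearly all actives have a fitted effect of over 55% in size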
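HT-1080-NT; 750 cells/well; 5% FBS RPMI; 48 h compound, 37 degrees C; CellTiter-Glo luminescence; curve fitting and curve-class assignment.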
MCF10A rerep – DNA re-replication induction in MCF 10a cells | MCF 10A DNA re-replication, Hoechst nuclear intensity, 48 h | 350,000 tested, 2.9% active | Potency, µM (series often up to 46.1 µM), for inactives: at the top dose activity, positive = re-replication, hits mostly activators; further: potency means the concentration at half of the fitted maximal effect; % of control where 0% means no effect; nearly all actives have a fitted effect of over 50% in size
ATXN2 expr inh – inhibitors of ATXN2 expression; Potency, µM (series often up to 57 µM), inactives show at the highest dose activity change, negative = inhibition, most hits filed as inhibitors; AID 1745845; 360,000 tested, 0.72% active; HEK-293 ATXN2-luciferase reporter, luminescence, 24 h; further: potency means the concentration at half of the fitted maximal effect; on the % scale 0 is the no-effect control and ±100 the full control effect; nearly all actives have a fitted effect of over 55% in size
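qHTS (up to 57 uM final) was run with 24 h compound exposure of reporter cells at 37 °C. Each well was multiplexed: SteadyGlo luminescence measured ATXN2-luciferase expression after a fluorogenic Gly-Phe-AFC viability readout (25 uM final).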
KB-3-1 tox – kills parental KB-3-1 adenocarcinoma cells. KB-3-1 viability, CellTiter-Glo ATP luminescence, 72 h. 400,000 tested, 1.4% active. Potency, µM (doses to about 46.1 µM), without a hit: at the highest dose activity change, negative = cytotoxic, hits mostly cytotoxic. AID 1347075; further: potency means the concentration at half of the fitted maximal effect; on the % scale 0 is the no-effect control and ±100 the full control effect; nearly all actives have a fitted effect of over 60% in size
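Multi-concentration cytotoxicity screen in KB-3-1 cells grown in DMEM lacking phenol red with 10% FBS. After 72 h at 37 °C with compound, ATP-dependent luminescence was recorded.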
SW480 rerep – DNA re-replication induction in SW480 cells; Potency, µM (titrated, usually from 46.1 µM), for inactives: top-dose re-replication activation, hits mostly activators; SW480 DNA re-replication, Hoechst DNA content imaging, 48 h; 340,000 tested, 1.8% active; further: potency means the concentration at half of the fitted maximal effect; % of control where 0% means no effect; nearly all actives have a fitted effect of over 55% in size
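Readout is total intensity of Hoechst-stained nuclei, excited at 405 nm and collected at 500-530 nm. Compound treatment lasted 48 hr at 37 C in 5% CO2 before staining.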
HT1080 IDH1KD tx – toxicity to HT-1080 IDH1 knockdown cells (counter line) | HT-1080 IDH1 knockdown viability, ATP luminescence, 48 h | Potency, µM (titrated, usually from 46.1 µM), for inactives: at the highest dose activity, negative = toxicity, actives largely listed as cytotoxic | 360,000 tested, 2% active | AID 686971;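 further: potency means the concentration at half of the fitted maximal effect; 0% = DMSO wells and -100% = cell-free medium wells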
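After a 2 h attachment period, IDH1KD HT-1080 cells took pin-transferred compound for 48 h at 37 °C; ATP-based luminescence after 10 min room-temperature reagent incubation reported viability.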
IL-1B inflam inh – blocks inflammasome-driven IL-1 beta release | THP-1 LPS/ATP IL-1B secretion, AlphaLISA, 16 h; active compounds read low | 360,000 tested, 4.7% active | AID 743279 | activity change, % at 57.5 µM; in the data active means activity change below about -50%; inconclusive means mostly about -30% to -49%; further: on the % scale 0 is the no-effect control and ±100 the full control effect
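Secreted IL-1B measured by AlphaLISA bead assay after 16 h compound exposure of THP-1 cells; compounds (final up to 57.5 uM) added 1 h before LPS (250 ng/mL) and ATP (1.25 mM) stimulation; lower signal means less secretion.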
An asterisk follows results filed as active; i = inactive; ? = inconclusive; . = no result given; & = joins results of further samples; [ ] = another dose, or the depositor's remark. Unless noted, the call rests on the fitted dose curve; in most records, active means well fitted curve in the direction sought with a large enough effect; inconclusive means small, poorly fitted or top-dose-only effect, or another doubt; inactive means no such curve, though single readings can be large; an effect the other way counts as inactive or inconclusive.

SMILES | HepG2 tox | S2 tox | HT1080NT lethal | MCF10A rerep | ATXN2 expr inh | KB-3-1 tox | SW480 rerep | HT1080 IDH1KD tx | IL-1B inflam inh
Cc1ccc(S(=O)(=O)Nc2ccc3c(c2)nc(CCN2CCCC2)n3C)cc1 | -7% | i | -13% | ? | 18% | ? | ? | ? | -76*
COc1ccc(Cl)cc1C(=O)NN=C1CCCC1 | 0% | i | 4% | 0% | -6% | -10% | -14% | 2% | 19
O=[N+]([O-])c1ccc(N2CCN(C(=S)Nc3cccc(F)c3)CC2)cc1 | -8% | ? | -1% | 1% | . | 3% | -74%[inhibitor] | -20% | -20
Cc1ccc(-n2cccn2)c([C@@H]2C[C@H]3CN(C)C(=O)[C@]34CCCN24)c1 | 11% | i | -4% | 1% | . | 1% | -9% | -2% | -5
COc1cc(S(=O)(=O)N(Cc2ccccn2)Cc2ccco2)ccc1-n1cnnn1 | 5% | i | 0% | 15% | 4% | 25% | 1% | 7%[9.24 µM] | -3
O=C(NCc1ccncc1)C(=O)NCC(c1ccco1)N1CCN(c2ccccc2)CC1 (stereo not given) | -18% | i | 0% | 10% | -1% | -5% | -10% | 1% | 32
CC1(C)C2CC=C(/C=N/NC(=O)C3CC3)C1C2 (stereo not given) | -6% | ? | 3% | -15% | -34% | 22% | -8% | 2% | 1
COc1cccc(-c2nc(SCC(=O)Nc3ccc4c(c3)OCCO4)c(-c3ccc(C)cc3)[nH]2)c1 | -5% | ? | . | . | ? | 21µM* | . | . | .
CC(NS(C)(=O)=O)C(c1cccs1)N1CCN(c2ccccc2)CC1 (stereo not given) | -16% | i | -1% | 17% | -19% | -8% | -2% | 19%[9.24 µM] | -10
S=c1[nH]nc(-c2ccco2)n1-c1ccc(Cl)cc1 | 0% | i | -3% | -2% | -13% | -1% | -2% | -2% | 17
Cc1ccc2[nH]c3c(NCCCN4CCCC4=O)ncnc3c2c1 | -34% | i | -11% | 0% | -1% | 0% | -2% | ? | -12
CCOC(=O)C1CCN(C(=O)c2ccc(NS(=O)(=O)c3ccc4[nH]c(=O)[nH]c4c3)cc2)CC1 | 2% | i | -2% | -3% | . | 1% | -5% | 10% | -4
O=C(NCc1ccccc1CN1CCCC1)c1ccc(Cl)c(S(=O)(=O)N2CCCC2)c1 | -24% | i | -5% | ? | -12% | -23% | ? | -13% | -23
Cc1ccc(N2C(=O)N(CC(=O)Nc3cccc([N+](=O)[O-])c3C)C(=O)C2C)cc1 (stereo not given) | -1% | i | 5% | -2% | 6% | -2% | 69% | 0% | -6
CC1CCC(C(C)C)C(OC(=O)C[n+]2cc(-c3ccc(Cl)cc3)n3c2CCC3)C1 (stereo not given) | -36% | i | ? | ? | ? | -14% | -8% | ? | -86*
COCCNc1nc(SCC(=O)N2CCN(c3ccccc3OC)CC2)nc2ccccc12 | -25% | i | ? | 25% | -3% | -9% | -1% | ? | 12
CC1=C(C(N)=O)C(c2ccc3c(c2)OCO3)n2nc(-c3cccc(C)c3)nc2N1 (stereo not given) | -4% | ? | -19% | 0% | 20% | 6% | -3% | -13% | -5
COC(=O)CCCCC1SCC(NC(=O)c2ccccc2)C1OC(C)=O (stereo not given) | 2% | i | 9% | 0% | -17% | 4% | 0% | 11% | 0
CSc1ccccc1C(=O)NC1CCCCC1 | -9% | i | 29% | 22% | -4% | 11% | 1% | -9% | -6
COc1ccc(-c2csc(Nc3cc(C)ccn3)n2)cc1C | -18% | i | -14% | 8% | . | -23% | ? | -19% | -7

(listing goes on)
SMILES | HepG2 tox | S2 tox | HT1080NT lethal | MCF10A rerep | ATXN2 expr inh | KB-3-1 tox | SW480 rerep | HT1080 IDH1KD tx | IL-1B inflam inh
Cc1ccc(C(C)C)c(OCC(=O)NCC2(N(C)C)CCCCC2)c1 | -26% | i | . | . | -6% | ? | . | . | .
CSc1nnc(CSc2cc(C)nc(N(C)C)n2)o1 | -2% | i | 2% | 7% | 7% | -20% | 1% | -1% | 26
CN1C(=O)C(CC(=O)Nc2ccccc2F)N(NC(=O)c2ccc(Br)cc2)C1=S (stereo not given) | -11% | i | -17% | 6% | -16% | -1% | -4% | -16% | 5
C(=N\N1CCOCC1)/c1cn(-c2ccccc2)nc1-c1ccccc1 | 2% | i | -2% | -3% | 4% | 0% | ? | -5% | -17
COc1cccc(-c2nn3c(-c4cccc(C)c4)nnc3s2)c1 | -10% | i | 9% | ? | 48%[activator] | 0% | 22% | 14% | -10
COCc1c(C(=O)OCc2nc(N)nc(Nc3ccccc3C)n2)oc2ccccc12 | -27% | i | -12% | 17% | 36%[activator] | ? | -5% | -26% | 11
COc1cccc(/C=N/Nc2ncnc(N)c2[N+](=O)[O-])c1OC | -13% | i | -11% | 0% | 8.9µM* | -9% | 1% | -1% | 40
O=C(Cn1nc(C(F)(F)F)c2c1CCCC2)Nc1ccc2c(c1)OCO2 | -14% | i | -4% | -187%[0.0737 µM] | -3% | -10% | -1% | -6% | 17
COc1ccc(CNC(=O)CN2C(=O)NC3(CCCCCC3)C2=O)cc1OC | -8% | i | 2% | 2% | . | 3% | -9% | 6% | 2
Cc1ccc2nc(C)c3c(c2c1)N(c1ccccc1)CC3 | -6% | i | ? | ? | -39% | ? | 5% | ? | -10
COC(=O)CCc1c[nH]c2ccc([N+](=O)[O-])cc12 | -16% | i | 0% | -6% | 11% | 4% | -1% | 2% | 25
O=C(C(NS(=O)(=O)c1cccc2nsnc12)c1ccccc1)N1CCN(c2ccccc2)CC1 (stereo not given) | -22% | i | -15% | 3% | 5% | -28% | 4% | -1% | 6
COc1cccc2c(=O)c3ccccc3oc12 | -5%&-19% | i | 23% | -4% | 29% | 0%&19% | -18%[9.22 µM] | 0% | -27
O=C(NCc1ccco1)c1cc(-c2cccc(Cl)c2)on1 | -37% | i | -3% | -5% | 37%[activator] | 20% | -3% | -22% | -6
CCOC(=O)Cc1csc(NC(=O)CCSc2ccccc2)n1 | -20% | i | 12% | ? | 0% | 3% | -5%[1.84 µM] | 9% | 24
O=C(NCCNC(=O)c1ccc(-c2cc(Cl)ccc2Cl)o1)c1cnccn1 | 5% | i | -3% | . | . | -15% | . | 0% | -8
CCC(CO)Oc1cc(NCc2ccncc2)c2ncn(C(C)C)c2c1 (stereo not given) | 4% | i | 11% | 18% | 2% | 3% | 3% | 0% | -4
CCCc1cc(=O)[nH]c2nnc(SCC(=O)Nc3ccc4c(c3)OCCO4)n12 | 27% | i | 10% | 0% | -7% | 1% | 8% | 15% | 14
CC(Oc1ccc(Cl)cc1Cl)C(=O)NCCCCc1ccccc1 (stereo not given) | -30% | i | -2% | ? | -4% | 0% | 0% | -13% | -68*
CCN1C[C@@H]2[C@@H]3C(=O)N(Cc4ccccc4)C(=O)[C@@H]3[C@](C)(C(=O)OC)N2C1=NC | 10% | i | 10% | -40%[inhibitor] | 13% | 0% | -50% | 10% | 17

Other structures:
SMILES | HepG2 tox | S2 tox | HT1080NT lethal | MCF10A rerep | ATXN2 expr inh | KB-3-1 tox | SW480 rerep | HT1080 IDH1KD tx | IL-1B inflam inh
CC1=CC(C)(C)N(C(=O)CSc2nnc(-c3ccccc3)o2)c2ccc(C)cc21 | -31% | i | ? | 4% | -10% | -4% | 2% | ? | -6
COc1ccc(-c2ccc(SCC(=O)NCc3ccco3)nn2)cc1 | 2% | i | -4% | 20% | 38%[activator] | -8% | 2% | 2% | -11
COC(=O)c1nnn(CC(=O)NC(=O)Nc2cccc(C)c2C)c1C(=O)OC | -7%&-2% | i | 13% | -6% | -1%&-11% | 22%&0% | -2% | -2% | -5
CNC(=O)CC12CC3CC(CC(C3)C1)C2 | -3% | i | 2% | -1% | 1% | -3% | -6% | 4% | 5
Cc1ccc(S(=O)(=O)Nc2nc3ccccc3s2)cc1[N+](=O)[O-] | -32% | i | -14% | ? | -16% | -5% | -1% | -23% | -10
Cc1ccsc1/C=N/N1CCOCC1 | -2% | i | 19% | 0% | -11% | -5% | 0% | 6% | -10
COC(=O)[C@]1(Cc2ccccc2)N[C@H](c2ccc(-c3cccc(Cl)c3)cc2)[C@@H]2C(=O)N(C)C(=O)[C@@H]21 | -9% | i | ? | -4% | -8% | -16% | -1% | 0% | ?

For reference, part of the list above.
SMILES | HepG2 tox | S2 tox | HT1080NT lethal | MCF10A rerep | ATXN2 expr inh | KB-3-1 tox | SW480 rerep | HT1080 IDH1KD tx | IL-1B inflam inh
CCC(CO)Oc1cc(NCc2ccncc2)c2ncn(C(C)C)c2c1 (stereo not given) | 4% | i | 11% | 18% | 2% | 3% | 3% | 0% | -4
CCCc1cc(=O)[nH]c2nnc(SCC(=O)Nc3ccc4c(c3)OCCO4)n12 | 27% | i | 10% | 0% | -7% | 1% | 8% | 15% | 14
CC(Oc1ccc(Cl)cc1Cl)C(=O)NCCCCc1ccccc1 (stereo not given) | -30% | i | -2% | ? | -4% | 0% | 0% | -13% | -68*
CCN1C[C@@H]2[C@@H]3C(=O)N(Cc4ccccc4)C(=O)[C@@H]3[C@](C)(C(=O)OC)N2C1=NC | 10% | i | 10% | -40%[inhibitor] | 13% | 0% | -50% | 10% | 17
CC1=CC(C)(C)N(C(=O)CSc2nnc(-c3ccccc3)o2)c2ccc(C)cc21 | -31% | i | ? | 4% | -10% | -4% | 2% | ? | -6
COc1ccc(-c2ccc(SCC(=O)NCc3ccco3)nn2)cc1 | 2% | i | -4% | 20% | 38%[activator] | -8% | 2% | 2% | -11
COC(=O)c1nnn(CC(=O)NC(=O)Nc2cccc(C)c2C)c1C(=O)OC | -7%&-2% | i | 13% | -6% | -1%&-11% | 22%&0% | -2% | -2% | -5
CNC(=O)CC12CC3CC(CC(C3)C1)C2 | -3% | i | 2% | -1% | 1% | -3% | -6% | 4% | 5
